Compound activity as filed in PubChem BioAssay.
Ecoli WT growth: growth inhibitors of wild type E. coli, primary screen, strain BW25113 wild type, absorbance readout; E. coli BW25113 growth inhibition, OD600; inhibition, % at 10 µM; 20,000 tested, 0.05% active; AID 552, 2006; in the data active = inhibition above about 40%;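 also: bacteria exposed to compound for 20 hours at 37 °C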
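Material: bacterial strain in a whole-cell growth screen; Amount: inoculum from a 1:1000 dilution of a 1.5 h subculture; Buffer or medium: LB plus kanamycin 50 µg/mL; Dosing: one dose, 10 µM final; Times: compound exposure of 20 h at 37 °C; Measured by: absorbance at 615 nm as a measure of bacterial growth.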
* hit, by the source's call. Not all compounds are listed. The share of hits here may be higher or lower than overall.

Screening N=c1c(C(=O)NCc2ccc(F)cc2)cc2c(=O)n3ccccc3nc2n1Cc1ccco1 returned Ecoli WT growth -9.
Screening Cn1c(SCc2ccccc2F)nnc1-c1cnccn1 returned Ecoli WT growth -11.
For COc1ccc(S(=O)(=O)Nc2cc(C)ccn2)cc1OC the results were Ecoli WT growth -12.
COc1ccc(S(=O)(=O)NCC(c2cccnc2)N2CCN(c3ccc(F)cc3)CC2)cc1C (stereo not drawn) was read as Ecoli WT growth 7.
`COCCSc1nnc(NC(=O)Cc2ccccc2OC)s1` gave Ecoli WT growth -4.
Screening CC(=O)c1c(C)nc(C)nc1NC(=O)C(C)C returned Ecoli WT growth 2.
Screening CCOc1ccccc1N1C(=O)CC(Sc2ncccc2C(=O)O)C1=O (stereo not drawn) returned Ecoli WT growth -1.
Screening CCCOc1ccc(C2C(C(=O)c3ccc(C)o3)=C(O)C(=O)N2CCCn2ccnc2)cc1 (stereo not drawn) returned Ecoli WT growth 2.
`N#C/C(=C(/O)COC(=O)CCC1CCCCC1)c1nc2ccccc2[nH]1` gave Ecoli WT growth -6.
Screening O=C(Cn1nnc(-c2ccccc2)n1)NCc1ccccc1 returned Ecoli WT growth 4.
For CCOc1ccccc1N1CCN(c2nc(N)c(C#N)c(CC#N)c2C#N)CC1 the results were Ecoli WT growth 8.
OC(CCN1CCCC1)(c1ccccc1)C1CCCCC1 (stereo not drawn) was read as Ecoli WT growth 6.
`COC(=O)Cc1c(C)c2ccc(OCC(C)=O)c(C)c2oc1=O` gave Ecoli WT growth -20.
CCOC(=O)N1CCN(C(=O)c2ccc3c(SCC(=O)O)c4c(nc3c2)CCCC4)CC1 was read as Ecoli WT growth 6.
Screening O=C(CC(C(=O)N1CCc2ccccc21)n1ccnc1)NCc1cccnc1 (stereo not drawn) returned Ecoli WT growth 17.
For O=C(CSc1ccc(Cl)cc1)Nc1ccc(N2CCN(C(=O)c3ccco3)CC2)cc1 the results were Ecoli WT growth -17.
For Cc1ccc(C(=O)Nc2c(C(=O)N3CCOCC3)cnn2-c2ccccc2)cc1 the results were Ecoli WT growth 3.
Screening Cc1ccc2cc(CN(Cc3ccc(F)cc3)Cc3nnnn3C3CCCC3)c(=O)[nH]c2c1 returned Ecoli WT growth 1.
`COc1cccc(NC(=O)N[C@@H](Cc2ccccc2)C(=O)O)c1` gave Ecoli WT growth -3.
Screening CS(=O)(=O)N1CCN(c2ccccc2NC(=O)c2ccc(-c3ccc(Cl)cc3Cl)o2)CC1 returned Ecoli WT growth -2.
For COC(=O)CN1C(=O)C(O)(CC(=O)c2ccc(C)cc2)c2cc(Br)ccc21 (stereo not drawn) the results were Ecoli WT growth 5.
Screening O=C1c2ccccc2C(=O)N1c1cccc(-c2nc3ccccc3o2)c1 returned Ecoli WT growth -3.
CC(C)C1Cc2[nH]c(=O)c(C(=O)O)cc2CO1 (stereo not drawn) was read as Ecoli WT growth -13.
CCN(CC(=O)NC1CCS(=O)(=O)C1)C(=O)C(c1ccccc1)c1ccccc1 (stereo not drawn) was read as Ecoli WT growth -3.
`N#CC1=C(N)N2C(=C(C#N)C13CCN(Cc1ccccc1)CC3)Nc1ccccc12` gave Ecoli WT growth 0.
For Cn1c(/C(C#N)=C/Nc2ccccn2)nc2ccccc21 the results were Ecoli WT growth 2.
For Cc1cc(=O)[nH]c(SCC(=O)NCc2ccco2)n1 the results were Ecoli WT growth -3.
c1ccc(COc2ccc(Oc3nc(N4CCCCC4)nc(N4CCOCC4)n3)nn2)cc1 was read as Ecoli WT growth -11.
Screening Cc1ccc2[nH]c(=O)c(CN(Cc3ccc4c(c3)OCO4)Cc3nnnn3Cc3ccco3)cc2c1 returned Ecoli WT growth -3.
For CSc1nsc(NC(=O)Cc2ccccc2)n1 the results were Ecoli WT growth 0.
Screening CCOc1ncccc1C(=O)Nc1ccc(Cl)cc1 returned Ecoli WT growth 7.
Screening CC(=O)C1=C(C)OC(N)=C(C#N)C1c1ccncc1 (stereo not drawn) returned Ecoli WT growth 4.
For CCCCCC1CC(CC(=O)O)C(=O)O1 (stereo not drawn) the results were Ecoli WT growth -8.
Screening O=C(O)CC1SC(=Nc2cccc(C(F)(F)F)c2)NC1=O (stereo not drawn) returned Ecoli WT growth 5.
For Cc1cc(C)cc(N2C(=O)CC(n3ccnc3)C2=O)c1 (stereo not drawn) the results were Ecoli WT growth -18.
Screening Cc1cccc(NS(=O)(=O)c2cc(C(=O)OCC(=O)Nc3cc(C)on3)ccc2C)c1 returned Ecoli WT growth 3.
Screening COc1cccc(C(=O)Nc2cc(NC(=O)c3ccco3)ccc2OC)c1 returned Ecoli WT growth -2.
For CCCCCCC(=O)c1c(C)[nH]c(C(=O)OCC)c1C the results were Ecoli WT growth -1.
Screening CCOc1ccc(C2C(C(=O)c3ccco3)=C(O)C(=O)N2Cc2cccnc2)cc1 (stereo not drawn) returned Ecoli WT growth -21.
For COc1ccccc1CNc1nc2nc(C)cc(=O)n2[nH]1 the results were Ecoli WT growth -21.
c1ccc(-c2nnc(CSc3nc4ccccc4[nH]3)o2)cc1 was read as Ecoli WT growth 3.
For O=C(Nc1cccc(F)c1)c1ccc2c(c1)OCO2 the results were Ecoli WT growth -2.
For COc1ccc(OC)c(NC(=O)CSc2nc3ccccc3c(=O)n2CCNC(C)=O)c1 the results were Ecoli WT growth 9.
For O=C(Cc1nc2ccccc2s1)c1ccc(O)cc1O the results were Ecoli WT growth -2.
Screening COc1ccccc1CC(=O)NCCc1ccc(S(N)(=O)=O)cc1 returned Ecoli WT growth 0.
Screening CCOC(=O)COc1ccc(S(=O)(=O)NCc2ccco2)cc1 returned Ecoli WT growth -22.
CCCc1cc(C(=O)Nc2ccccc2C(=O)OC)no1 was read as Ecoli WT growth 11.
Screening COc1ccc2oc(C)c(C(=O)Cn3ccnc3)c2c1 returned Ecoli WT growth 11.

At a glance, part of the list above.
For COc1ccc(S(=O)(=O)Nc2cc(C)ccn2)cc1OC the results were Ecoli WT growth -12.
COc1ccc(S(=O)(=O)NCC(c2cccnc2)N2CCN(c3ccc(F)cc3)CC2)cc1C (stereo not drawn) was read as Ecoli WT growth 7.
`COCCSc1nnc(NC(=O)Cc2ccccc2OC)s1` gave Ecoli WT growth -4.
Screening CC(=O)c1c(C)nc(C)nc1NC(=O)C(C)C returned Ecoli WT growth 2.
Screening CCOc1ccccc1N1C(=O)CC(Sc2ncccc2C(=O)O)C1=O (stereo not drawn) returned Ecoli WT growth -1.
Screening CCCOc1ccc(C2C(C(=O)c3ccc(C)o3)=C(O)C(=O)N2CCCn2ccnc2)cc1 (stereo not drawn) returned Ecoli WT growth 2.
`N#C/C(=C(/O)COC(=O)CCC1CCCCC1)c1nc2ccccc2[nH]1` gave Ecoli WT growth -6.
Screening O=C(Cn1nnc(-c2ccccc2)n1)NCc1ccccc1 returned Ecoli WT growth 4.
For CCOc1ccccc1N1CCN(c2nc(N)c(C#N)c(CC#N)c2C#N)CC1 the results were Ecoli WT growth 8.
OC(CCN1CCCC1)(c1ccccc1)C1CCCCC1 (stereo not drawn) was read as Ecoli WT growth 6.
`COC(=O)Cc1c(C)c2ccc(OCC(C)=O)c(C)c2oc1=O` gave Ecoli WT growth -20.
CCOC(=O)N1CCN(C(=O)c2ccc3c(SCC(=O)O)c4c(nc3c2)CCCC4)CC1 was read as Ecoli WT growth 6.
Screening O=C(CC(C(=O)N1CCc2ccccc21)n1ccnc1)NCc1cccnc1 (stereo not drawn) returned Ecoli WT growth 17.
For O=C(CSc1ccc(Cl)cc1)Nc1ccc(N2CCN(C(=O)c3ccco3)CC2)cc1 the results were Ecoli WT growth -17.
For Cc1ccc(C(=O)Nc2c(C(=O)N3CCOCC3)cnn2-c2ccccc2)cc1 the results were Ecoli WT growth 3.

Following part
Cc1sc(NC(=O)CSc2nnc(-c3ccccc3)o2)c(C#N)c1C was read as Ecoli WT growth -21.
For COCCn1c(=NC(=O)CSC(C)=O)sc2cc(F)ccc21 the results were Ecoli WT growth -3.
`CCOc1ccc(CNC(=O)NS(=O)(=O)c2ccc(OC)cc2)cc1` gave Ecoli WT growth -13.
For Cc1ccccc1Cn1c(=O)c2c(nc3n2CCCN3Cc2ccccc2)n(C)c1=O the results were Ecoli WT growth 9.
For COc1ccc(-c2nnc3ccc(SC(C(C)=O)C(C)=O)nn23)cc1OC the results were Ecoli WT growth -3.
Screening c1cnc(N2CC[N+]3(CCCC3)CC2)nc1 returned Ecoli WT growth -18.
For CCn1c(C)c(C(C)=O)c(NCc2ccccc2)nc1=S the results were Ecoli WT growth 0.
`O=C1c2ccccc2NC(c2ccco2)N1O` (stereo not drawn) gave Ecoli WT growth -2.
O=C(C1CCCN(Cc2ccccc2Br)C1)N1CCCCC1 (stereo not drawn) was read as Ecoli WT growth -16.
`Cc1nc(CCNS(=O)(=O)c2cccs2)cs1` gave Ecoli WT growth 12.
`Cn1c(SCC(=O)N2CCN(c3cccc(Cl)c3)CC2)nnc1-c1ccncc1` gave Ecoli WT growth 3.
For Cc1[nH]nc2c1C(C1CC=CCC1)C(C#N)=C(N)O2 (stereo not drawn) the results were Ecoli WT growth 1.
O=C1CC(c2ccco2)CC(O)=C1C=NCC1NCCc2ccccc21 (stereo not drawn) was read as Ecoli WT growth -1.
Screening Cc1c(C(=O)N2CCN(C)CC2)oc2c1C(=O)CC(C)(C)C2 returned Ecoli WT growth -18.
Screening CCOC(=O)CSc1nnc(-c2ccc(Cl)cc2Cl)o1 returned Ecoli WT growth 8.
Cc1cccc(NC(=O)CCN2CCN(C/C=C/c3ccccc3)CC2)c1 was read as Ecoli WT growth 1.
`COc1ccc(C(=O)NC(C)c2nnc(SCC(=O)Nc3nc4ccccc4s3)n2C)cc1` (stereo not drawn) gave Ecoli WT growth -6.
Screening COc1cc(OC)c(C(=O)Nc2ncn[nH]2)cc1OC returned Ecoli WT growth 1.
O=C(Nc1ccc2c(c1)OCO2)N1CCN(c2ncccn2)CC1 was read as Ecoli WT growth -3.
For COc1ccccc1NC(=O)c1nnn(CC(=O)Nc2ccccc2)c1N the results were Ecoli WT growth -1.
For Cc1cc(C)n(-c2cc(N3CCOCC3)nc(-c3ccccc3)n2)n1 the results were Ecoli WT growth 7.
`CCOC(=O)COc1c(OC)cc(Cl)cc1C1NC(=O)NC(C)=C1C(C)=O` (stereo not drawn) gave Ecoli WT growth 2.
For O=C1CC(C2CCCO2)C(=O)N1Cc1ccccc1 (stereo not drawn) the results were Ecoli WT growth -3.
O=C(Nc1ccncc1)C1CCCN(S(=O)(=O)c2cccc3cccnc23)C1 (stereo not drawn) was read as Ecoli WT growth -3.
Screening Cc1cc(NC(=O)CCC(=O)N(c2cccnc2)C(C(=O)NC2CCCC2)c2ccccc2F)no1 (stereo not drawn) returned Ecoli WT growth 8.
Screening CCC(=O)N1Cc2ccccc2-c2ccccc2C1=O returned Ecoli WT growth 6.
`Cc1c(O)c(CN2CCCC2)cc2c3c(c(=O)oc12)CCC3` gave Ecoli WT growth -16.
CC(=O)Nc1cccc(OCC(=O)NS(=O)(=O)c2ccc(C)cc2)c1 was read as Ecoli WT growth -25.
COc1cc(C(=O)OC(C)CN2CCCC2)cc(OC)c1OC (stereo not drawn) was read as Ecoli WT growth -2.
CC(NS(=O)(=O)c1ccc(OCC(=O)N2CCOCC2)cc1)c1ccccc1 (stereo not drawn) was read as Ecoli WT growth -13.
Screening Cn1c(=O)cc(OCC(=O)N2CCN(c3cccc(C(F)(F)F)c3)CC2)c2ccccc21 returned Ecoli WT growth -3.
`CCS(=O)(=O)NCCc1cc2c(OC)ccc(OC)c2[nH]c1=O` gave Ecoli WT growth -2.
Cc1nc(NC(=O)c2cccnc2)ccc1Br was read as Ecoli WT growth 7.
`Cc1cccc(OCC(=O)N(Cc2cccs2)C2CCS(=O)(=O)C2)c1C` (stereo not drawn) gave Ecoli WT growth 14.
CSc1cccc(NS(=O)(=O)c2ccccc2)c1 was read as Ecoli WT growth 5.
`CCOC(=O)c1ccc(NC(=O)COc2ccc(S(=O)(=O)NC(C)C)cc2)cc1` gave Ecoli WT growth -18.
Screening CC(=O)c1c(C)nc2ccccc2c1N returned Ecoli WT growth -16.
For O=C(Cn1cccc1C(=O)c1ccccc1)NCCN1CCOCC1 the results were Ecoli WT growth 17.
For Cc1ccc(-c2nn(C)c(=O)c3ccccc23)cc1CO the results were Ecoli WT growth -13.
`O=C(NC1CCCCC1)C(c1ccc(Cl)cc1)N(C(=O)c1cnccn1)c1ccc2c(c1)OCO2` (stereo not drawn) gave Ecoli WT growth 15.
For CN1CCN(/C=N/c2sc3c(c2C#N)CCCCC3)CC1 the results were Ecoli WT growth 6.
For CCOC(=O)Cn1c(S(=O)(=O)Cc2ccccc2)nc2ccccc21 the results were Ecoli WT growth 0.
For Cc1cc(Cl)c(S(=O)(=O)Nc2ccon2)cc1OCC(=O)NC1CCCCC1 the results were Ecoli WT growth 0.
Screening COc1ccc(N2CCN(CCCNC(=O)C3CCCN(S(=O)(=O)c4cnc[nH]4)C3)CC2)cc1 (stereo not drawn) returned Ecoli WT growth 0.
For COC(=O)c1cc(Br)c(=O)n(-c2ccc(OC)cc2)c1 the results were Ecoli WT growth -4.
Screening CCN(CC)C(=O)C1CCN(CC2CC=CCC2)CC1 (stereo not drawn) returned Ecoli WT growth 8.
`O=C(c1csc2c1CCCC2)N1CCN(c2ncccn2)CC1` gave Ecoli WT growth 2.
`Cc1cc(C)cc(OCC(=O)NCc2nc(-c3ccccc3)no2)c1` gave Ecoli WT growth -20.
Screening c1ccc(Cn2nnnc2C(c2ccccn2)N2CCOCC2)cc1 (stereo not drawn) returned Ecoli WT growth -3.
Screening CSc1ccccc1NC(=O)CN(Cc1ccc(Cl)cc1)S(C)(=O)=O returned Ecoli WT growth -20.
Screening CC(C)NCC(O)COc1cccc2[nH]ccc12 (stereo not drawn) returned Ecoli WT growth 0.
Screening CCN(CC)S(=O)(=O)c1ccc(S(=O)(=O)N(Cc2ccccn2)Cc2ccco2)cc1 returned Ecoli WT growth -1.
For COC(=O)C1=C(C)N(CCC2=CCCCC2)C(=O)C1 the results were Ecoli WT growth -19.
`CCOc1ccc(C2CC(=O)NC3=C2C(=O)CCC3)cc1Cl` (stereo not drawn) gave Ecoli WT growth -6.
Screening COc1ccc(N2CCN(S(=O)(=O)c3cccc(C(F)(F)F)c3)CC2)cc1 returned Ecoli WT growth -4.
